Source: PubChem (several laboratories)
PLCb3 inh – human PLC-beta3 inhibitors, primary screen, biochemical, fluorescence | 1-phosphatidylinositol 4,5-bisphosphate phosphodiesterase beta-3 (Homo sapiens), Q01970 | Purified PLC-beta3, fluorogenic substrate | inhibition, % at 12.2 µM | hit rate 0.18% among 370,000 | AID 720704, 2013; in the data active means inhibition above about 11%;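 further: 0% = median of compound wells on plate and 100% = full blocker control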
DAX1 inh-1 – DAX1 (NR0B1) inhibitors, primary screen, cell-based, HEK293, Gal4-DAX1, luciferase luminescence | Nuclear receptor subfamily 0 group B member 1 (Homo sapiens), P51843 | HEK293 Gal4-DAX1 luciferase reporter | inhibition, % at 6.75 µM | hit rate 0.99% among 340,000 | AID 504766, 2011;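 active means inhibition above the mean over all tested compounds plus 3 SD, cut at about 4.2% in these data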;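 further: 0% = DAX1-transfected cells with DMSO and 100% = empty-vector control cells with DMSO; inhibition shows as a rise in luminescence from relieved DAX1 repression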
Target sequence (P51843 207-470 limits assumed): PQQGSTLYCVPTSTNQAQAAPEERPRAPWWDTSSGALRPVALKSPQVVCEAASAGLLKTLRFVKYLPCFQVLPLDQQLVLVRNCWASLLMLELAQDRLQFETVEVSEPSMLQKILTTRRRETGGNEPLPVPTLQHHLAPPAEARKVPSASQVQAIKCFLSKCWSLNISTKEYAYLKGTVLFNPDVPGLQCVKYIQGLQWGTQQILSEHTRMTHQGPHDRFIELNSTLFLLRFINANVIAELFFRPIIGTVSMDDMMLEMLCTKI
hgDAF-12 ag – H. glycines DAF-12 receptor agonists, primary screen, cell-based, luminescence, HEK293, GAL4 fusion, UAS-luciferase; hit rate 1.8% among 370,000; HEK293 GAL4-hgDAF12 UAS-luciferase reporter, agonist luminescence; normalized to butyrate control; activation, % at 6.8 µM;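 active means activation above a cutoff set at the mean of all screened compounds plus 3 SD, cut at about 10% in these data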;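 further: 0% = DMSO wells and 100% = sodium butyrate wells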
Rev-erbA mod – modulators of Rev-erb alpha DNA binding, primary screen, biochemical, FITC-DNA, fluorescence polarization, uHTS; Nuclear receptor subfamily 1 group D member 1 (Homo sapiens), P20393; Rev-erbα–FITC-DNA binding, 90 min; activity, % at 10 µM; hit rate 0.79% among 370,000; AID 1259318, 2017;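 active means activity above about 14%, limit read from the data; passing the limit was not always enough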;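 further: 0% = DMSO wells with 35 nM protein and 100% = DMSO wells with 750 nM protein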
PLCg1 inh – PLC-gamma1 enzyme inhibitors, primary screen, biochemical, fluorescence, purified enzyme; 1-phosphatidylinositol 4,5-bisphosphate phosphodiesterase gamma-1 (Homo sapiens), P19174; fluorogenic substrate; inhibition, % at 12.2 µM; hit rate 0.84% among 370,000; in the data active means inhibition above about 9.5%
hcDAF-12 act – H. contortus DAF-12 nuclear receptor activators, primary screen, cell-based, luminescence, HEK293, lit1-tk-luc reporter | HEK293 hcDAF-12 lit1-tk-luc reporter; 0% DMSO, 100% Δ7-dafachronic acid | activation, % at 6.8 µM | hit rate 1.4% among 370,000;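 active means activation above the mean of all tested compounds plus 3 SD, cut at about 5.5% in these data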;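 further: 100% = response to 3 µM Δ7-dafachronic acid high control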
DAX1 inh-2 – DAX1 (NR0B1) inhibitors on StAR promoter, primary screen, cell-based, luminescence, SF-1 (NR5A1), full-length DAX-1 | HEK293T StAR-luciferase reporter, SF-1/DAX-1 repression relief | inhibition, % at 6.8 µM | hit rate 1.1% among 370,000 | AID 652010, 2013;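 active means inhibition above the mean over all tested compounds plus 3 SD, cut at about 3.6% in these data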;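 further: 0% = DAX-1 cells with DMSO and 100% = cells lacking DAX-1 with DMSO; higher inhibition means more luminescence from relief of DAX-1 repression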
ADAM17 inh – ADAM17 inhibitors, primary screen, biochemical, QFRET; Disintegrin and metalloproteinase domain-containing protein 17 (Homo sapiens), P78536; recombinant ADAM17, EDANS/DABCYL FRET peptide cleavage; inhibition, % at 6.95 µM; hit rate 0.83% among 370,000; AID 720648, 2013;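 active means inhibition above the mean of compounds lying between control limits plus 3 SD, set per campaign, cut at about 8.5% in these data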;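 further: 0% = DMSO-only wells as the low control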
Target sequence (P78536 215-824 limits assumed): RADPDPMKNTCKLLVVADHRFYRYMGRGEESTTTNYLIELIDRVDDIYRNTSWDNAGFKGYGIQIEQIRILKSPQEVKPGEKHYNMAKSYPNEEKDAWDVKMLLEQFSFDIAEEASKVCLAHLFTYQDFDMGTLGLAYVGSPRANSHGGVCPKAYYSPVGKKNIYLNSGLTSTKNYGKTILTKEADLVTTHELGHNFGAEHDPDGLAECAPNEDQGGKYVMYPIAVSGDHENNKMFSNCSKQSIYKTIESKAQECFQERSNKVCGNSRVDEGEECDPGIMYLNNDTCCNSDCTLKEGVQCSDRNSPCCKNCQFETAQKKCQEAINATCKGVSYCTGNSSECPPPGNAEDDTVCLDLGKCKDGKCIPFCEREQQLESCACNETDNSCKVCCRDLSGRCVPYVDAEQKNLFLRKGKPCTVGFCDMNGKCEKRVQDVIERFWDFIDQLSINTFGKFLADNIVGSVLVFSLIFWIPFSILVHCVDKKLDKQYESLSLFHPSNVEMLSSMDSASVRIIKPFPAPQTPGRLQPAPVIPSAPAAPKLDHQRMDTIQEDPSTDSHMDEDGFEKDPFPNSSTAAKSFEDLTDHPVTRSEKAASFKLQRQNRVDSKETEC
SMARCA2 activ – SMARCA2 (BRM) function activators, primary screen, cell-based, luminescence, high throughput | MG213 cells, MMTV-luciferase reporter, dexamethasone, overnight | activation, % at 9.1 µM | hit rate 1% among 370,000 | AID 652017, 2013; in the data active means activation above about 7.8%;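 further: 0% = vehicle wells and 100% = reference activator wells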
MBD2 inh – inhibitors of MBD2 binding to methylated DNA, primary screen, biochemical, TR-FRET, DNA-binding domain, human; MBD2 binding to methylated oligonucleotide; inhibition, % at 4.4 µM; hit rate 0.31% among 370,000; AID 686964, 2013; in the data active means inhibition above about 13%
ssDAF12 agonist – S. stercoralis DAF-12 nuclear receptor activators, primary screen, cell-based, luminescence, HEK293, GRIP1 co-expression, lit1-tk-luc; Nuclear hormone receptor DAF-12 (Strongyloides stercoralis); HEK293 ssDAF-12/GRIP1 lit1-tk-luc reporter; % of 3 µM dafachronic acid response; activation, % at 6.8 µM; hit rate 1% among 370,000; AID 652126, 2013;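 active means activation above the mean over all tested compounds plus 3 SD, cut at about 0.9% in these data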;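 further: 0% = DMSO-only wells and 100% = 3 µM delta7-dafachronic acid wells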
The depositor's hits bear a star; · = not tested or not shown; & = joins results of further samples. Compounds were not picked by outcome. About 7.4% of those tested had a hit in this group.

Molecule	DAX1 inh-1	Rev-erbA mod	MBD2 inh	PLCb3 inh	ADAM17 inh	DAX1 inh-2	PLCg1 inh	SMARCA2 activ	ssDAF12 agonist	hcDAF-12 act	hgDAF-12 ag
O=C(CCn1ccc2cc(S(=O)(=O)N3CCCC3)ccc21)NCc1cccc(F)c1	0.6	-6	2	-4	-3	-1.7	-1	-1	-1.5	-0.1	1.6
COc1ccc(N=C(N(C)C)P(=O)(N(C)C)N(C)C)cc1	-0.8&-0.5	0&-5	4&-2	5&0	-4&-6	0.9&-0.5	-2&0	-2&-1	-0.9&-0.9	1.8&-3.1	-2.4&0.0
CCOC(=O)Nc1ccc2c(c1)nc(CN1CCOCC1)n2C	-0.2	7	-2	-5	-4	0.0	-3	1	-0.6	0.3	0.9
CN(CC(=O)Nc1ccc(F)cc1)C(=O)COC(=O)/C=C/c1cccs1	1.5	-4	0	7	2	1.6	8	3	-0.9	-1.3	0.1
CC/C(=N\NC(=O)c1nnn(-c2nonc2N)c1CN(C)c1ccccc1)c1ccccc1	-0.5	-5	-3	-6	-1	-0.2	0	-1	-1.1	1.2	-0.8
O=c1[nH]c2ccccc2c2ccc(Cl)cc12	1.0	4	1	-11	-11	0.2	-3	-2	-0.5	0.2	5.5
O=C(NNC(=O)c1cnccc1C(F)(F)F)c1ccc(Cl)cc1	4.1	0	-1	-6	-3	1.1	1	-2	-0.6	-1.7	-0.7
Cc1ccc(CN2C(=O)CCC2C(=O)NCCCN2CCC(C)CC2)cc1 (stereo not given)	0.5	1	-2	3	-4	-0.2	3	1	-1.3	-1.6	-1.2

Next structures follow:
Molecule	DAX1 inh-1	Rev-erbA mod	MBD2 inh	PLCb3 inh	ADAM17 inh	DAX1 inh-2	PLCg1 inh	SMARCA2 activ	ssDAF12 agonist	hcDAF-12 act	hgDAF-12 ag
CC(C)(C)c1cc(NC(=O)c2ccco2)n(-c2ccccc2)n1	-0.9	-2	-4	1	1	0.6	5	-2	-0.8	-0.8	-2.1
O=C(c1cn[nH]c1)c1cc(F)ccc1O	-0.1	-5	-8	8	5	0.5	1	0	-1.1	1.4	2.0
Cc1cccc(C)c1OCc1cc(C(=O)NCc2cn(C)nc2C)no1	-0.8	0	0	-5	-1	-0.8	-1	0	-1.2	-1.7	-1.9
Nc1cccc(Oc2ccc([N+](=O)[O-])cc2)c1	2.8	2	3	-2	-2	-0.4	3	-3	-0.9	-0.7	-0.1
COCCCNC(=O)c1c(N)n(-c2ccc3c(c2)OCO3)c2nc3ccccc3nc12	-1.0	-1	-6	-79	-9	-0.8	-59	-2	-0.9	-2.1	-2.4
Cn1c(SCC(=O)Nc2cc([N+](=O)[O-])ccc2F)nnc1C(F)(F)F	-0.1	-1	9	-2	-5	-0.7	-1	0	-1.1	-3.5	-1.2
Cc1cc(C(=O)CCC(=O)N2CCN(S(=O)(=O)c3ccccc3)CC2)c(C)s1	-0.7	9	4	-7	-4	-1.1	0	-2	-1.6	-2.1	-0.7
COc1ccc(S[C@]2(C(=O)N3CCCC3)CC(=O)N(C(=O)c3ccccc3)[C@@H]2c2ccc(OC)cc2)cc1	·	1	-4	3	6	-1.5	9	-5	-1.2	2.5	2.2

(further entries)
Molecule	DAX1 inh-1	Rev-erbA mod	MBD2 inh	PLCb3 inh	ADAM17 inh	DAX1 inh-2	PLCg1 inh	SMARCA2 activ	ssDAF12 agonist	hcDAF-12 act	hgDAF-12 ag
CCCc1[nH]c2ccc(C#N)cc2c1CCC	-0.8	5	5	-5	4	0.3	-3	0	-1.5	-1.6	1.7
Cc1ccc(CCNC(=O)c2nn(C)c3c2CS(=O)(=O)c2ccccc2-3)cc1	-0.1	-2	-5	-10	-2	0.1	-1	-3	-0.9	-0.8	-0.1
COc1ccc(NC(=O)CSc2nncn2C)cc1	-0.4	5	-8	8	2	0.7	2	2	-0.8	-2.2	1.6
CCOC(=O)[C@H]1[C@H]2COc3cc(OC)ccc3[C@@H]2N2C(=O)c3cc(F)ccc3NC(=O)[C@@]12C	0.5	1	-2	6	1	-0.2	1	1	-1.0	-1.3	-1.4
O=C(O)c1ccc(C(=O)O)c(C(=O)c2ccccc2)c1	0.7	-4	-7	2	0	-0.1	3	5	-1.5	-0.8	1.0
CCCCC(=O)Nc1cccc(NC(=O)c2cccc([N+](=O)[O-])c2)c1	-0.4	1	1	3	1	-1.2	3	2	-2.1	-1.6	-1.2
CCCCNC(=O)c1cnc2n(c1=O)CCS2	-1.6	3	2	-1	-6	0.5	1	0	-0.9	0.8	1.6
COc1ccc(CCN(C)C(=O)c2cc(=O)c3ccccc3o2)cc1OC	-0.1	1	-3	-9	-2	0.2	2	4	-0.9	-2.1	3.3

(more compounds)
Molecule	DAX1 inh-1	Rev-erbA mod	MBD2 inh	PLCb3 inh	ADAM17 inh	DAX1 inh-2	PLCg1 inh	SMARCA2 activ	ssDAF12 agonist	hcDAF-12 act	hgDAF-12 ag
O=C(Nc1ccccc1)c1cc(C2CCCCN2S(=O)(=O)c2ccc(F)cc2F)on1 (stereo not given)	·	-3	-5	5	1	0.0	3	-1	-1.2	-0.1	1.0
COc1ccc(C2NC(=O)NC(C)=C2C(=O)Nc2cc(C)ccc2C)cc1OC (stereo not given)	1.1	-3	-3	0	-3	0.2	-1	1	-1.1	0.5	2.2
CC(C)(C)NC(=O)C1CCN(S(=O)(=O)c2cccc3nsnc23)CC1	1.3	-4	-1	-2	-2	0.5	5	-2	-1.3	-0.3	1.2
COc1ccc(-c2ccc(CN3C(C)C(=O)N(Cc4cn(Cc5ccco5)nn4)CCS3(=O)=O)cc2)cc1 (stereo not given)	-1.6	-9	-1	-4	5	-1.6	-4	-3	-1.3	-2.6	-3.9
CC1=C(CC[C@@H](C)CO)OC2CC3C4CCC5CC(O)CCC5(C)C4CC(=O)C3(C)C12 (stereo not given in full)	-1.6	-2	1	2	-4	0.5	3	-3	-1.3	0.9	1.2
CCC(C)n1c(-c2cccc(S(=O)(=O)N3CCOCC3)c2)n[nH]c1=S (stereo not given)	-0.8	-10	1	2	-1	-1.2	-3	-2	-0.5	0.7	-1.9
O=C(Cc1ccc(Cl)cc1)Nc1ccc(NC(=O)c2cccs2)cc1	-1.1	-5	-6	-1	-1	-0.3	-1	1	-1.1	-2.2	-0.5
COc1ccc(OC(C)C(=O)N2CCC(C)CC2)cc1 (stereo not given)	0.4	1	0	8	-1	-0.9	2	3	-1.6	-0.3	0.6

Remaining list, next part
Molecule	DAX1 inh-1	Rev-erbA mod	MBD2 inh	PLCb3 inh	ADAM17 inh	DAX1 inh-2	PLCg1 inh	SMARCA2 activ	ssDAF12 agonist	hcDAF-12 act	hgDAF-12 ag
COc1ccc(OC)c(-n2c(Cn3c(-c4ccccn4)nc4ccccc43)n[nH]c2=S)c1	2.2	1	0	3	-2	0.7	-1	-1	-0.8	-1.4	0.2
CN(C)S(=O)(=O)N1CCC(Oc2ccc(C(=O)NCC(C)(C)CO)cc2)CC1	-1.3	2	-2	4	0	-0.8	3	-3	-1.7	-1.1	-2.3
Cc1nc2ccccc2c(=O)n1/N=C/c1ccc(O)cc1O	-0.1	9	-1	-15	-2	0.4	-13	-3	0.5	0.9	3.4
Cc1ccc(CNc2c(C=O)c(=O)[nH]c3ccccc23)cc1	-0.4	-1	2	1	0	0.0	6	-1	-1.4	1.6	-1.3
S=c1[nH]nc(-c2ccccn2)n1/N=C/c1ccc(Cl)c(Cl)c1	·	0	-5	-1	-3	-0.7	-2	-2	-1.2	0.7	-1.1
COc1ccc(C)cc1NC(=O)CSc1ccc(-c2sc(C)nc2C)nn1	-1.4	1	-4	-2	0	-2.0	3	-1	-0.9	-1.7	-3.2
Cc1ccc(NC(=O)CCc2ccc(S(=O)(=O)N3CCOCC3)cc2)c(O)c1	0.0	5	3	-6	-3	-1.6	1	-4	-0.9	1.9	0.0
O=C(O)C1C2CC2CN1C(=O)c1ccc(Cl)cc1 (stereo not given)	·	-5	0	-1	-3	-0.7	1	-3	0.4	1.0	5.0

(further entries)
Molecule	DAX1 inh-1	Rev-erbA mod	MBD2 inh	PLCb3 inh	ADAM17 inh	DAX1 inh-2	PLCg1 inh	SMARCA2 activ	ssDAF12 agonist	hcDAF-12 act	hgDAF-12 ag
CC(c1nc2ccccc2c(=O)[nH]1)N1CCOCC1 (stereo not given)	-0.3	-3	-4	-3	-5	0.5	-1	-3	-1.1	-0.3	-1.4
Cc1sc2nc(CC(=O)NN)[nH]c(=O)c2c1C	-0.4	-2	-1	-20	-5	-0.3	-11	1	-1.8	-1.3	-1.3
CC(C)CC(OC(=O)c1nsc(Cl)c1Cl)C(=O)NCc1cccs1 (stereo not given)	1.9	2	-1	0	-1	-0.1	-1	-1	-0.9	-0.7	-1.6
CC1=CSC2=NC(=O)/C(=C\c3cccn3-c3ccc([N+](=O)[O-])cc3)C(=N)N12	-0.4	-9	-2	-4	0	-0.7	-5	-2	-2.0	-0.3	-1.1
Cc1cc(C)c(NC(=O)/C(=C/c2ccccc2)c2ccccc2)c(C)c1	0.7	1	6	2	0	0.1	7	-5	-1.0	1.7	0.6
O=C(COC(=O)c1cnccn1)NCCc1ccc(Cl)cc1	0.9	-3	2	-8	-5	-0.4	-4	-3	-1.0	1.4	2.2
CC(C)c1ccc(OCc2ccc(C(=O)NN3CCN(C)CC3)o2)cc1	1.8	1	6	-2	-2	1.6	-4	1	-1.2	1.1	6.0
Cc1cccc(Nc2nnc(SCC(=O)N(C)C3CCS(=O)(=O)C3)s2)c1C (stereo not given)	-0.1	-2	2	-4	-4	-0.4	0	-3	-1.4	-1.9	4.8
